NPY-Y1 PAM-ag – NPY-Y1 receptor potentiators or agonists, primary screen, cell-based; AID 1304, 2008; Neuropeptide Y receptor type 1 (Homo sapiens), P25929; NPY-Y1 expressing cells, potentiator/agonist activation; activation, % at 3.6 µM; actives 0.37% (n = 220,000); in the data active means activation above about 33%, passing the limit was not always enough;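 further: cells stimulated with NPY at EC10 then isoproterenol at EC100; 0% = low agonist plus stimulus and 100% = saturating agonist plus stimulus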
Target sequence (P25929 whole entry, looked up): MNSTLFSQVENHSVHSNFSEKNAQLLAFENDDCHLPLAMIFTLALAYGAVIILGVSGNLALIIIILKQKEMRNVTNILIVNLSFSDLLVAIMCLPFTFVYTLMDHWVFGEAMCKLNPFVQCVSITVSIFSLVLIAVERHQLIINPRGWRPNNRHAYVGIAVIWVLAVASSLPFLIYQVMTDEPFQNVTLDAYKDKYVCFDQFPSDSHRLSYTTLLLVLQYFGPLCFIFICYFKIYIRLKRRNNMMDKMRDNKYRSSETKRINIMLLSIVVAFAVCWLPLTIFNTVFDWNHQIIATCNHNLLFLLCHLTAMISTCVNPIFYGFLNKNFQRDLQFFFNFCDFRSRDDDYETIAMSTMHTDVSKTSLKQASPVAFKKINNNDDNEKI
Runt-CBFb FRET – inhibitors of RUNX1 Runt–CBFb binding, primary screen, biochemical, FRET, Cerulean-Runt, Venus-CBFb, uHTS | Cerulean-Runt/Venus-CBFb FRET ratio 530/480, 1 h | inhibition, % at 20 µM | actives 0.46% (n = 220,000) | AID 1496, 2009;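 active means inhibition over about 50% at 20 µM in the single-dose screen, limit read from the data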;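 further: 0% = DMSO wells and 100% = excess unlabeled CBFb competitor control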
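Assay system: Cerulean-Runt domain / Medium: Tris 50 mM pH 7.5, KCl, K2SO4, 0.01% BSA / Timing: protein complex preformed 1 h, compound exposure 1 h, room temperature, dark / Measured by: FRET, excitation 422 nm, emission at 530 and 480 nm / Evaluation: loss of energy transfer signal / Control set: 5 µM unlabeled CBFb as full-inhibition high control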
p97 inhibitor – inhibitors of human p97 ATPase, primary screen, biochemical; Transitional endoplasmic reticulum ATPase (Homo sapiens), P55072; recombinant p97 ATPase, Kinase-Glo ATP luminescence, 3 h; inhibition, % at 8 µM; actives 0.42% (n = 220,000); in the data active means inhibition above about 15%;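 further: 0% = DMSO vehicle and 100% = wells lacking enzyme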
MDM2 E3 inh – MDM2-luciferase reporter signal enhancers, primary screen, MDM2 E3 ligase inhibitor project, cell-based, luminescence, 1536-well; actives 0.11% (n = 210,000); cell-based MDM2 ubiquitination luciferase reporter, 2 h; 0 = plate control, 100 = twice control, blank-subtracted; signal enhancement, % at 5 µM; E3 ubiquitin-protein ligase Mdm2 (Homo sapiens), Q00987;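 active means signal enhancement of 30% or more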;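 further: luminescence tracks abundance of the self-degrading MDM2-luciferase fusion protein; higher signal means inhibition of MDM2 E3 ligase activity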
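System: stable MDM2–luciferase fusion reporter cells / Input: 2000 cells seeded into each well / Schedule: 4 h settle plus 2 h compound, 37 °C / Compound: single-point 5 µM / Buffer or medium: cells held in DMEM / Benchmarks: control and blank well means / Evaluation: percent signal gain over controls, blank-subtracted / Measured by: luciferase luminescence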
Hck Nef HTS – inhibitors of Nef-activated human Hck kinase, primary screen, biochemical, Z-Lyte FRET, 384-well, Hck-YEEI; Recombinant Hck-YEEI plus Nef, Z-Lyte FRET kinase assay; inhibition, % at 20 µM; actives 0.68% (n = 220,000); Tyrosine-protein kinase HCK (Homo sapiens), P08631;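 active means Hck-Nef kinase inhibition above about 50%, limit read from the data; inactive means inhibition below that limit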;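 further: 0% = DMSO with Hck plus Nef and 100% = Hck alone without Nef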
RBBP9 inhibitor – human RBBP9 inhibitors, primary screen, biochemical, fluorescence polarization, FP-Rh probe, HTS; recombinant RBBP9; inhibition, % at 7.94 µM; actives 0.2% (n = 220,000);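 active means inhibition above the campaign mean of all tested compounds plus 3 SD, cut at about 14% in these data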;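 further: plate controls were DMSO wells with RBBP9 for no effect and wells lacking RBBP9 protein for full effect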
Target sequence (O75884 whole entry, looked up): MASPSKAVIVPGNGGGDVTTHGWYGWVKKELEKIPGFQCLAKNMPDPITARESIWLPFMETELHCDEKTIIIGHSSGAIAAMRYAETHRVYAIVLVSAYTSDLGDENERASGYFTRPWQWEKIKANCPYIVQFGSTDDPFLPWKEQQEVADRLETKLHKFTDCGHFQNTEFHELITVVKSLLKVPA
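Assay system: recombinant human RBBP9; Reagent: Serine-hydrolase probe FP-Rh, 375 nM pre-mixing; Doses: 7.94 µM single dose, 0.794% DMSO; Incubation: 30 min then 45 min, 25 °C; Detection: fluorescence polarization (mP), excitation 525 nm, emission 598 nm; Evaluation: percent inhibition from mP, scaled between DMSO and no-protein wells.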
Runt-SMMHC FRET – inhibitors of RUNX1 Runt–CBFb-SMMHC binding, primary screen, biochemical, FRET, Cerulean-Runt, Venus-CBFb-SMMHC, uHTS | Runt-related transcription factor 1 (Homo sapiens) + Core-binding factor subunit beta … | Cerulean-Runt/Venus-CBFb-SMMHC FRET ratio 530/480, 1 h | inhibition, % at 20 µM | actives 0.74% (n = 220,000);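 active means mean inhibition across duplicate retests at 20 µM reaching about 50%, limit read from the data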;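 further: 0% = DMSO wells and 100% = wells with excess untagged CBFb-SMMHC; inhibitors lower the FRET ratio by blocking Runt binding to CBFb-SMMHC; some results filed as inactive read as strong as hits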
NPY Y1 blocker – NPY-Y1 receptor antagonists, primary screen, cell-based. inhibition, % at 3.6 µM. AID 1040, 2008. actives 1% (n = 200,000). Neuropeptide Y receptor type 1 (Homo sapiens), P25929. HEK293-CNG Y1 cells, membrane potential fluorescence; NPY at EC95, then isoproterenol;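 active means inhibition above the campaign mean inhibition of all tested compounds plus 3 SD, cut at about 20% in these data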;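 further: 0% = DMSO wells given NPY plus isoproterenol and 100% = isoproterenol alone without NPY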
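Material: HEK293 cells with Y1 receptor plus CNG channel; times: compound incubation 1 h at room temperature, readout 45 min post-stimulation; signal: fluorescence, membrane potential probe; read-out basis: fluorescence ratio normalized to % inhibition between controls; benchmarks: full-block control isoproterenol-only wells, zero-block control NPY plus isoproterenol wells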
NPY-Y2 PAM-ag – NPY-Y2 potentiators or agonists, primary screen, cell-based | AID 1359, 2008 | cells expressing NPY-Y2, potentiator/agonist read-out | activation, % at 3.6 µM | actives 0.45% (n = 220,000); in the data active means activation above about 27%;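 further: cells stimulated with NPY near EC25 plus isoproterenol at EC100; 0% = vehicle plus submaximal agonist and 100% = vehicle plus saturating agonist; some results beyond the cut were filed as inactive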
Target sequence (P49146 whole entry, looked up): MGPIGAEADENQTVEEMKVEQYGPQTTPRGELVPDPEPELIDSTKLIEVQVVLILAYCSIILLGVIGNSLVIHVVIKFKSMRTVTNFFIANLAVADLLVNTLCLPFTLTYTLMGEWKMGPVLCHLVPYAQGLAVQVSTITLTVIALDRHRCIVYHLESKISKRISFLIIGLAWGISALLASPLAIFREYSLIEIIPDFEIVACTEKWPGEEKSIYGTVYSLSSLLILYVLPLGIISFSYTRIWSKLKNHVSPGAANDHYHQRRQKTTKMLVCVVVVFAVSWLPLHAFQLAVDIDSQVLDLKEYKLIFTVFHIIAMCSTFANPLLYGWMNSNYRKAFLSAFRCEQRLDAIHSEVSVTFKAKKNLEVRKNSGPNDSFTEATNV
Numbers without * were called inactive; · = no result given. Not a hit list; about 3.5% have a hit in one of these screens.

SMILES	RBBP9 inhibitor	Runt-SMMHC FRET	NPY-Y2 PAM-ag	MDM2 E3 inh	NPY Y1 blocker	p97 inhibitor	Hck Nef HTS	Runt-CBFb FRET	NPY-Y1 PAM-ag
O=C(Nc1ccc(S(=O)(=O)NC2CCCC2)cc1)c1cnccn1	3	-1	-10	-4	2	3	1	1	-4
CCCCN(CCCC)C(=O)CN(C)S(=O)(=O)c1ccc2c(c1)n(C)c(=O)c(=O)n2C	3	2	-1	-3	5	-3	-1	-10	-7
CN(C)c1ccc(NC(=O)CSc2n[nH]c(-c3ccco3)n2)cc1	-2	1	1	-11	-2	-3	13	7	-24
Cc1nn(Cc2ccc(C(=O)n3cccn3)o2)c(C)c1Br	-8	3	12	11	20	0	8	-4	19
CCn1c(=O)cc(OCC(=O)N(C)c2ccccc2F)c2ccccc21	-5	4	11	-13	0	-2	3	2	-3
CCOC(=O)n1c(=O)oc2ccc(Cl)cc21	2	0	2	5	7	4	3	-2	2
CCN1CCN(C(=O)c2ccc3c(c2)N(Cc2ccc(F)cc2)C(=O)c2ccccc2S3=O)CC1 (stereo unspecified)	1	-6	-7	-15	-2	-2	19	·	-26
CC1(C)CSC(=NCCc2ccccc2)N1C(=O)c1ccc(C#N)cc1	-1	0	12	-14	3	3	0	3	-9
CCOC(=O)C(C(=O)OCC)C(Nc1ccc(Br)cc1)c1ccccc1 (stereo unspecified)	-1	3	-4	-8	8	0	0	0	-10
CN(CC1CCCO1)S(=O)(=O)c1ccc(C(=O)NCc2ccccc2)cc1 (stereo unspecified)	2	2	-22	-9	5	-2	5	-1	-3
Nc1nc(-c2ccccc2)[nH]c(=O)c1N	-8	17	-1	-14	3	-5	0	9	-9
N#C/C(=C\c1ccc(OC(=O)c2cccs2)cc1)c1nc2ccccc2[nH]1	-4	-25	-2	-9	5	-2	57*	0	-15

A draw from above in order of molecular weight, ascending.
SMILES	RBBP9 inhibitor	Runt-SMMHC FRET	NPY-Y2 PAM-ag	MDM2 E3 inh	NPY Y1 blocker	p97 inhibitor	Hck Nef HTS	Runt-CBFb FRET	NPY-Y1 PAM-ag
CN(C)c1ccc(NC(=O)CSc2n[nH]c(-c3ccco3)n2)cc1	-2	1	1	-11	-2	-3	13	7	-24
CN(CC1CCCO1)S(=O)(=O)c1ccc(C(=O)NCc2ccccc2)cc1 (stereo unspecified)	2	2	-22	-9	5	-2	5	-1	-3
CCCCN(CCCC)C(=O)CN(C)S(=O)(=O)c1ccc2c(c1)n(C)c(=O)c(=O)n2C	3	2	-1	-3	5	-3	-1	-10	-7
CCN1CCN(C(=O)c2ccc3c(c2)N(Cc2ccc(F)cc2)C(=O)c2ccccc2S3=O)CC1 (stereo unspecified)	1	-6	-7	-15	-2	-2	19	·	-26

In a second layout: entries from further up.
Every second line gives: RBBP9 inhibitor	Runt-SMMHC FRET	NPY-Y2 PAM-ag	MDM2 E3 inh	NPY Y1 blocker	p97 inhibitor	Hck Nef HTS	Runt-CBFb FRET	NPY-Y1 PAM-ag
O=C(Nc1ccc(S(=O)(=O)NC2CCCC2)cc1)c1cnccn1
→ 3	-1	-10	-4	2	3	1	1	-4
CCCCN(CCCC)C(=O)CN(C)S(=O)(=O)c1ccc2c(c1)n(C)c(=O)c(=O)n2C
→ 3	2	-1	-3	5	-3	-1	-10	-7

The list goes on:
SMILES	RBBP9 inhibitor	Runt-SMMHC FRET	NPY-Y2 PAM-ag	MDM2 E3 inh	NPY Y1 blocker	p97 inhibitor	Hck Nef HTS	Runt-CBFb FRET	NPY-Y1 PAM-ag
C=CCn1c(SCC(=O)Nc2cc(C)cc(C)c2)nnc1-c1cnccn1	-8	-7	-32	-15	-7	-8	1	-1	-38
COc1ccc(N2CCN(C(=O)c3ccccc3F)CC2)c([N+](=O)[O-])c1	-6	0	-3	·	·	-5	24	1	-5
Cc1cc(NC(=O)c2c([N+](=O)[O-])c(C)nn2C)no1	0	-1	15	-2	4	0	1	-1	13
COc1ccc(CNC(=O)COC(=O)c2cccnc2Nc2cccc(C(F)(F)F)c2)cc1	10	1	-7	-3	-1	3	7	-2	-12
CCOC(=O)N1CCN(c2cc(=O)n(-c3cccc(C)c3)c(=O)[nH]2)CC1	-4	0	0	-4	1	-3	25	1	1
O=C(c1cccc(F)c1)N1CCCC(C(=O)N2CCCC2)C1 (stereo unspecified)	-10	-8	9	-15	7	5	1	-1	-11
CC(=O)Cn1c(=O)oc2ccccc21	-2	3	-6	-10	·	4	19	-1	-1
COc1ccc(Br)cc1/C=N/n1c(C)nnc1C	-5	1	9	6	1	1	1	-1	9
O=C(N/C(=C/c1cccs1)C(=O)N1CCOCC1)c1ccco1	3	0	-2	8	-2	3	7	-2	17
Fc1ccc(CN2CCCN(C(=S)Nc3ccc(F)cc3)CC2)cc1	0	-1	7	-13	·	-4	11	1	0
Cc1ccc(NC(=O)CSc2nnc(-c3ccco3)o2)c(C)c1	-6	2	-6	-15	0	0	20	0	-16
CCc1ccccc1-n1cnc2cc(C(=O)O)ccc21	7	-1	2	·	0	6	-1	0	2

(list continues)
SMILES	RBBP9 inhibitor	Runt-SMMHC FRET	NPY-Y2 PAM-ag	MDM2 E3 inh	NPY Y1 blocker	p97 inhibitor	Hck Nef HTS	Runt-CBFb FRET	NPY-Y1 PAM-ag
O=C(COC(=O)c1ccc(NS(=O)(=O)c2ccc(Br)s2)cc1)NC1CCCC1	-3	4	-3	0	2	5	26	-1	3
COc1ccc(Cn2c(C)cc3c(c2=O)C(c2cccs2)C(C#N)=C(N)O3)cc1OC (stereo unspecified)	-4	1	7	-7	2	-1	1	-4	7
Cc1ccc(NC(/C=C/N(C)C)=C/C(=O)C(F)(F)F)c(C)c1	-1	0	-19	-39	-1	1	-12	-4	-12
COc1ccccc1-c1coc2cc(OC(=O)/C=C/c3ccccc3)ccc2c1=O	3	-2	16	6	-3	6	3	-2	10
CC(C)CCNC1=NCCCCC1	0	-2	-15	-3	-2	-5	0	-1	10
O=C1ON=C(c2cccc([N+](=O)[O-])c2)/C1=C/c1ccc(O)cc1	-3	10	1	-7	0	4	24	3	14
COc1ccc(-c2nn(-c3ccccc3)cc2/C=C/C(=O)OCC(=O)Nc2ccccc2C#N)cc1	8	-1	3	-9	-4	0	9	0	5
Cc1ccc(-c2nc(C#N)c(NCCCn3ccnc3)o2)cc1	-6	3	-11	3	8	-1	22	1	-1
O=C(CSc1nc2ccccc2s1)N1CCOCC1	-8	0	-2	-8	3	3	1	5	-11
CCOC(=O)C1CCCN(Cc2cccc(Cl)c2)C1 (stereo unspecified)	-4	2	5	-6	9	1	-1	-2	-1
CCOC(=O)COc1ccc(S(=O)(=O)Nc2ccc(C)cc2)cc1	-8	-4	0	-6	-1	0	-1	-1	7
Cc1ccc(S(=O)(=O)NC2c3cccc4cccc(c34)C2Sc2n[nH]c(N)n2)cc1 (stereo unspecified)	-10	-2	-5	3	-1	2	1	0	5

(cont.)
SMILES	RBBP9 inhibitor	Runt-SMMHC FRET	NPY-Y2 PAM-ag	MDM2 E3 inh	NPY Y1 blocker	p97 inhibitor	Hck Nef HTS	Runt-CBFb FRET	NPY-Y1 PAM-ag
CCOc1ccccc1NC(=O)Cn1cnc2c(cnn2-c2ccc(C)c(C)c2)c1=O	-3	0	2	-6	3	2	0	-1	-12
CCOc1ccccc1NC(=O)CSc1nnc(-c2cnccn2)n1C	-4	-1	8	4	-6	4	4	-3	-11
COc1cccc(=O)c2c(C)n(C)c(C)c12	1	-7	3	-1	1	0	0	-1	-11
CC(=O)N(CCCN(C)C)CCC(C)CCC=C(C)C (stereo unspecified)	-4	3	-2	-19	4	-2	-5	-2	-10
CCn1c(SCC(=O)Nc2ccc(C(C)=O)cc2)nc2ccccc21	2	-5	0	-19	-7	-3	2	1	10
COc1ccc(N/C(N)=N/c2nc(CSc3nnc(C)s3)cc(=O)[nH]2)cc1	6	2	-9	·	2	3	10	1	0
CN1CCN(S(=O)(=O)c2cc([N+](=O)[O-])ccc2N2CCCCCC2)CC1	-5	2	3	4	-4	2	3	-1	14
CCN(CC)C(=O)CSc1nnc(COc2ccccc2)n1CC	-10	-2	3	-43	-2	-3	-21	0	-6
CCc1nnc(NC(=O)CSc2nc(-c3ccccc3)cc(-c3ccc(F)cc3)c2C#N)s1	-8	-64	8	9	4	-1	1	-16	-9

Not a retest: 2 of the compounds above.
SMILES	RBBP9 inhibitor	Runt-SMMHC FRET	NPY-Y2 PAM-ag	MDM2 E3 inh	NPY Y1 blocker	p97 inhibitor	Hck Nef HTS	Runt-CBFb FRET	NPY-Y1 PAM-ag
CCN(CC)C(=O)CSc1nnc(COc2ccccc2)n1CC	-10	-2	3	-43	-2	-3	-21	0	-6
CCc1nnc(NC(=O)CSc2nc(-c3ccccc3)cc(-c3ccc(F)cc3)c2C#N)s1	-8	-64	8	9	4	-1	1	-16	-9

Screens from PubChem BioAssay.
